Large T inhibition: SV40 large T antigen inhibitors, biochemical (AID 1903) | 0.39% of 310,000 active | inhibition, % at 20 µM; hits with a dose series show IC50 in µM | SV40 large T antigen ATPase/helicase inhibition assay; higher % means a stronger effect; in the data active means a potency from the dose series; further: strong numbers were not always called active
MgcRacGAP inhibition: MgcRacGAP GTPase-activating activity inhibitors, confirmation, biochemical, ADP Hunter fluorescence | 0.6% of 340,000 active | Rac GTPase-activating protein 1 (Homo sapiens) | inhibition, % at 30 µM; hits with a dose series show IC50 in µM | MgcRacGAP-stimulated Rac1 GTP hydrolysis, ADP Hunter fluorescence; higher % means a stronger effect; GST-tagged Rac1 F28L mutant substrate | AID 624330, 2012;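 active means first-screen hits whose inhibition reached a set limit at any dose in the follow-up dose series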;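 further: fluorescence reports GDP produced by GAP-driven GTP hydrolysis; strong numbers were not always called active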
NS5 inhibitors: Dengue-2 NS5 methyltransferase inhibitors, primary screen, biochemical, confirmation dose response (AID 588689) | Dengue-2 NS5 methyltransferase capping enzyme assay, biochemical; higher % means a stronger effect | Genome polyprotein (Dengue virus type 2 (strain 16681-PDK53)) | 0.3% of 340,000 active | one-dose inhibition, % at 25 µM; IC50 in µM for titrated hits; in the data active means a potency from the dose series
GPR35 antagonists: GPR35 antagonists blocking zaprinast-driven arrestin recruitment, primary screen, imaging, U2OS, beta-arrestin-GFP, zaprinast agonist (AID 2058). G-protein coupled receptor 35 (Homo sapiens). U2OS GPR35 beta-arrestin-GFP translocation imaging, zaprinast antagonism; higher % means a stronger effect. inhibition, % at 10 µM; hits with a dose series show IC50 in µM. 0.052% of 290,000 active;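 active means inhibition of at least 50% with at least 30 cells and total cytoplasm GFP at most 10,000,000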
RSV antiviral HEp-2: RSV antiviral activity via CPE protection, HEp-2 cells, primary 10 µM value included (AID 2391) | HEp-2 cells, RSV-induced CPE inhibition; higher % means a stronger effect | CPE inhibition, % at 10 µM; hits with a dose series show IC50 in µM | 0.13% of 310,000 active; in the data active means a potency from the dose series; further: strong numbers were not always called active
K1F lysis inhibition: inhibition of K1F phage lysis, E. coli UTI89, bacterial capsule biogenesis inhibitors, alamar blue (AID 488966). inhibition, % at 100 µM, or IC50 in µM where a hit was titrated. 0.02% of 340,000 active. E. coli UTI89 K1F phage lysis, alamar blue, 2 h; higher % means a stronger effect;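 active means phage lysis inhibition, versus mean bacterial control, above a set limit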;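 further: capsule biogenesis inhibitors block K1F phage lysis so surviving cells raise fluorescence; higher fluorescence means more inhibition of phage lysis; actives were called in the ten point dose series up to 300 µM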
GPR55 antagonists: GPR55 antagonists blocking LPI-driven arrestin recruitment, primary screen, imaging, U2OS, beta-arrestin-GFP, LPI agonist (AID 2013); G-protein coupled receptor 55 (Homo sapiens); U2OS GPR55 beta-arrestin-GFP translocation imaging, LPI antagonism; higher % means a stronger effect; inhibition, % at 10 µM, or IC50 in µM where a hit was titrated; 0.13% of 290,000 active;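 active means spots per cell inhibited over 60%, with over 100 cells counted and total cytoplasm intensity under 500,000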;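 further: U2OS cells stably carrying GPR55 and arrestin-GFP stimulated by 5 µM LPI near EC80; imaged beta-arrestin-GFP aggregate spots per cell after agonist stimulation; plate controls were LPI-stimulated DMSO wells for no effect and DMSO wells without LPI for full effect; some results filed as inactive read as strong as hits; confirmed hits need IC50 under 10 µM and bright autofluorescent wells are also inconclusive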
HIV peptide binding: inhibitors of HIV fusion peptide binding, primary screen, biochemical, uHTS, fluorescence dequenching (AID 1986); 0.3% of 290,000 active; inhibition, % at 20 µM, or IC50 in µM where a hit was titrated; cell-free peptide binding, fluorescence dequenching, 30 min; higher % means a stronger effect; in the data active means inhibition mostly above about 52%, no sharp cut-off; inactive means mostly below about 76%; further: some results filed as inactive read as strong as hits
Salmonella PhoP GFP: inhibitors of PhoP regulon expression, primary screen, Salmonella Typhimurium, GFP reporter (AID 1863). 0.16% of 300,000 active. one-dose inhibition, % at 50 µM; IC50 in µM for titrated hits. S. Typhimurium PhoP-regulated promoter GFP reporter, 4 h; higher % means a stronger effect;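 active means inhibition over 29.93%, a cutoff 3 SD above the screen mean, later confirmed by dose response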;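 further: 0% = low Mg2+ inducing control and 100% = high Mg2+ repressing control; strong numbers were not always called active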
An asterisk follows results filed as active; / = not tested or not shown; [ ] = dose if it differs, or a comment.

1. O=S(=O)(c1ccc2nc(Cc3ccccc3)[nH]c2c1)N1CCOCC1
2. CC[C@@]1(c2ccccc2)C(=O)N(C(=O)OC)N1C(=O)OC
3. CN1C(=O)C2C(c3ccc(N(C)C)cc3)=NN(Cc3ccccc3)C2C1=O (configuration not stated)
4. C#CCOC(=O)c1cc(Cl)c(=O)n(Cc2ccc(Cl)cc2Cl)c1
5. CCCCC1CC(/C(C)=N/NC(N)=O)OC1=O (configuration not stated)
6. Cc1ccc(-c2noc(CSc3nnc(Cc4ccccc4)n3-c3cccc(C)c3)n2)cc1
7. CCCCN1C(=O)C(O)=C(C(C)=O)C1c1ccccc1 (configuration not stated)
8. C[C@H](NC(=O)c1nc[nH]c1C(=O)NCCCCCNC(=O)OC(C)(C)C)C(=O)OC(C)(C)C
screen / no.	1	2	3	4	5	6	7	8
Large T inhibition	9.2%	19.1%	19µM*	0.1%	2.3%	-2.8%	5.5%	6.5%
MgcRacGAP inhibition	1.8%	2.1%	43µM*	6.8%	6.6%	5.8%	3.5%	9.4%
NS5 inhibitors	-1.0%	-7.9%	1.5%	-4.6%	2.1%	-6.5%	-1.4%	-1.4%
GPR35 antagonists	12.0%	14.9%	8.4%	4.8%	5.6%	-7.5%	9.4%	-3.4%
RSV antiviral HEp-2	1.4%	0.8%	0.8%	0.7%	1.9%	/	2.2%	6.4%
K1F lysis inhibition	2.6%	6.4%	0.3%	0.2%	0.2%	1.3%	0.3%	-0.2%
GPR55 antagonists	-0.6%	10.6%	2.1%	-6.5%	1.4%	-1.7%	13.8%	-9.9%
HIV peptide binding	3.8%	-1.0%	0.4%	-1.3%	2.8%	-1.3%	1.4%	-0.4%
Salmonella PhoP GFP	1.8%	-6.4%	-5.4%	2.8%	-2.5%	10.0%	-1.5%	3.9%

9. CC(=O)NCCC(=O)Nc1ncc(S(=O)(=O)c2ccc([N+](=O)[O-])cc2)s1
10. COc1cccc(S(=O)(=O)NCc2ccc(C(=O)N3CCN(C)CC3)cc2)c1
11. CN(C(=O)Cn1c(=O)oc2cc(S(=O)(=O)N3CCCC3)ccc21)C1CCCCC1
12. COc1cccc(/C=N/NC(=O)C(C)n2nnc3ccccc32)c1 (configuration not stated)
13. COC(=O)[C@H](CC(C)C)NCc1cccc(CN[C@@H](CC(C)C)C(=O)OC)c1
14. O=C(NNC(=S)Nc1ccc(F)c(Cl)c1)C1CC1
15. COc1ccc(C(=O)NC2CCCCC2)cc1OC1CCN(C(C)C)CC1
16. Cc1ccc(-n2cc(CN3CCNC(=O)CC3)c(-c3cccc(C)c3)n2)cc1
screen / no.	9	10	11	12	13	14	15	16
Large T inhibition	-1.1%	/	/	23.4%	4.5%	19.0%	13.3%	22.1%
MgcRacGAP inhibition	5.2%	1.1%	7.3%	9.5%	9.0%	5.5%	6.5%	5.0%
NS5 inhibitors	-5.8%	-8.4%	-4.1%	-3.5%	0.7%	-21.5%	-3.2%	-4.3%
GPR35 antagonists	/	-12.8%	20.8%	-19.8%	-7.2%	-3.0%	-10.0%	5.4%
RSV antiviral HEp-2	0.0%	/	-0.4%	1.4%	-0.5%	1.6%	0.7%	3.1%
K1F lysis inhibition	-0.2%[50 µM]	0.0%	0.1%	1.4%[50 µM]	1.9%	-0.2%	1.6%[50 µM]	-3.9%
GPR55 antagonists	/	8.3%	3.3%	0.7%	6.2%	-2.5%	8.7%	2.2%
HIV peptide binding	/	1.4%	-0.7%	3.9%	-1.0%	-1.5%	0.4%	-0.1%
Salmonella PhoP GFP	5.1%	/	-0.9%	4.3%	-1.2%	-6.4%	0.8%	-5.9%

17. CCOC(=O)C(CCCOc1ccccc1C)C(=O)OCC
18. O=C(NCc1cccnc1)c1sc2cc(Cl)ccc2c1Cl
19. Clc1ccccc1-c1ccc2ncnc(NCc3ccc4c(c3)OCO4)c2c1
20. Cc1ccc(C)c(N(CC(=O)NC2CCCCC2)C(=O)CNC(=O)c2ccco2)c1
21. CCOC(=O)CC1=C(C(=O)OCC)C(c2ccncc2)C(C#N)=C(N)O1 (configuration not stated)
22. O=C(NCCc1ccccn1)C(F)(F)C(F)(F)C(F)(F)C(F)(F)C(F)(F)C(F)F
23. Cc1ccc(NC(=S)NCC(C)C)cc1
24. NS(=O)(=O)Oc1ccccc1
screen / no.	17	18	19	20	21	22	23	24
Large T inhibition	-0.8%	5.2%	/	4.7%	8.5%	7.3%	6.8%	15.2%
MgcRacGAP inhibition	8.2%	8.7%	10.3%	7.4%	13.7%	5.5%	2.6%	0.8%
NS5 inhibitors	-2.7%	-4.8%	-6.3%	-4.1%	1.6%	1.3%	2.2%	-1.6%
GPR35 antagonists	-5.0%	9.3%	/	3.4%	5.8%	3.3%	5.2%	-4.6%
RSV antiviral HEp-2	1.8%	4.8%	-0.1%	1.4%	/	3.0%	0.6%	0.9%
K1F lysis inhibition	-0.2%	4.7%	2.1%	0.2%	0.2%	2.3%[50 µM]	3.8%	0.9%
GPR55 antagonists	-7.7%	/	/	9.9%	18.3%	-12.6%	12.0%	5.6%
HIV peptide binding	0.9%	1.6%	/	1.6%	-1.7%	1.3%	-1.7%	2.3%
Salmonella PhoP GFP	-10.4%	0.9%	/	5.8%	0.8%	-21.4%	11.6%	-14.0%

25. C[C@@]12CCC3[C@@](CCC4[C@@]3(C)CCC[C@@]4(C)C(=O)N3CCCCC3)(CC1=O)C2 (some centres not stated)
26. CN(c1ccc(C(=O)Nc2ccc(F)cc2F)cc1)S(=O)(=O)c1ccccc1
27. O=C(c1ccc(S(=O)(=O)N2CCCCC2)cc1)N1CCCc2ccccc21
28. COc1ccc(CNC(=O)C2CCN(S(=O)(=O)c3cccc4cccnc34)CC2)cc1
29. COc1ccc(S(=O)(=O)NCC(=O)O)cc1C(=O)NC1CCCCC1
30. O=C(NCc1ccccc1Cl)NC(=O)c1ccccc1
31. CC(/C=C/c1ccccc1)=N\Nc1nc(-c2ccccc2)cs1
32. CCOc1ccc(C(=O)NCCc2ccccc2)cc1
screen / no.	25	26	27	28	29	30	31	32
Large T inhibition	/	-14.3%	3.8%	10.8%	5.5%	3.8%	0.8%	7.5%
MgcRacGAP inhibition	5.3%	4.1%	5.2%	0.6%	5.6%	2.7%	7.9%	4.0%
NS5 inhibitors	-7.9%	2.6%	-3.1%	-5.9%	-4.4%	-3.6%	-10.6%	-1.4%
GPR35 antagonists	/	-9.0%	0.3%	4.0%	4.9%	-6.0%	-4.8%	7.9%
RSV antiviral HEp-2	-1.2%	3.9%	4.5%	2.1%	1.3%	-1.4%	-1.1%	1.6%
K1F lysis inhibition	0.0%	0.0%	-0.1%	-2.0%	0.9%	0.5%	11.5%	0.3%
GPR55 antagonists	/	-11.7%	-5.8%	6.0%	-1.9%	12.0%	7.1%	1.3%
HIV peptide binding	/	-0.4%	0.4%	3.3%	0.8%	-0.8%	-1.2%	0.7%
Salmonella PhoP GFP	/	1.7%	-5.2%	3.0%	-17.1%	4.6%	-5.4%	-5.8%

33. O=C(O)c1ccccc1-c1nc(-c2ccccc2)c(-c2ccccc2)[nH]1
34. CCOC(=O)c1ccc(CC(=O)c2oc3cc(O)ccc3c2C)o1
35. CCN1C(=O)c2ccccc2Sc2ccc(C(=O)NCCCN3CCOCC3)cc21
36. CC(C)C1COC(c2cccc3ccccc23)=N1 (configuration not stated)
37. CCCOc1ccc(-c2c(=O)n(OCc3ccc([N+](=O)[O-])cc3)c3ccccc3[n+]2[O-])cc1
38. CS(=O)(=O)N(CC(=O)Nc1cccc(Cl)c1Cl)c1ccccc1
39. CCCCS(=O)CC(COCc1ccccc1)OC(=O)CSc1nc(C)cc(C)n1 (configuration not stated)
40. CCCCCc1cc(=O)oc2c(C(CCN3CCCCC3)c3ccc4c(c3)OCO4)c(OC)cc(OC)c12 (configuration not stated)
screen / no.	33	34	35	36	37	38	39	40
Large T inhibition	12.0%	17.6%	10.8%	11.9%	5.8%	5.2%	10.8%	10.9%
MgcRacGAP inhibition	6.2%	18.8%	-1.0%	8.7%	-0.2%	-5.2%	6.0%	5.7%
NS5 inhibitors	3.7%	1.4%	0.7%	-2.8%	-2.6%	-5.8%	4.8%	-0.8%
GPR35 antagonists	1.5%	-13.7%	6.0%	-2.7%	-0.7%	1.2%	-2.7%	-4.1%
RSV antiviral HEp-2	0.1%	7.4%	-2.3%	2.2%	8.7%	1.2%	1.7%	-4.5%
K1F lysis inhibition	-1.0%	2.0%	3.5%	1.3%	-0.1%[50 µM]	-0.3%	2.0%	-2.2%
GPR55 antagonists	18.5%	7.6%	3.2%	8.3%	11.0%	-1.8%	1.9%	39.4%
HIV peptide binding	6.2%	2.2%	-1.7%	1.1%	0.4%	-0.5%	1.1%	0.6%
Salmonella PhoP GFP	2.7%	4.1%	-5.3%	-3.5%	4.6%	-3.5%	-3.3%	6.8%

41. CN(C)/N=C/c1cc([N+](=O)[O-])ccc1O
42. O=S(=O)(c1ccc2ccccc2c1)N1CCN(C(=S)Nc2ccc(F)cc2)CC1
43. O=C(Nc1nnc(-c2ccc(Cl)cc2)o1)Nc1ccccc1F
44. O=C(Nc1cc(Cl)ccc1N1CCOCC1)c1cccnc1Cl
45. O=C(Nc1ccc2[nH]c(=O)[nH]c2c1)Nc1ccc(F)cc1F
46. CCN(c1cccc(C)c1)S(=O)(=O)c1cccc(C(=O)O)c1
screen / no.	41	42	43	44	45	46
Large T inhibition	18.6%	6.5%	8.0%	6.5%	21.1%	0.1%
MgcRacGAP inhibition	-15.6%	1.1%	-0.1%	14.4%	20.6%	9.8%
NS5 inhibitors	-3.1%	5.1%	-4.6%	-6.1%	-2.9%	-2.4%
GPR35 antagonists	-1.1%	-5.1%	2.1%	-3.4%	2.8%	8.7%
RSV antiviral HEp-2	0.2%	10.6%	-0.5%	2.3%	0.4%	-0.2%
K1F lysis inhibition	-0.1%	2.1%	-0.2%[50 µM]	0.5%	-0.2%	7.6%
GPR55 antagonists	-1.7%	19.6%	8.1%	12.2%	2.1%	-6.7%
HIV peptide binding	-1.4%	0.2%	0.6%	0.1%	-0.4%	-1.3%
Salmonella PhoP GFP	-3.1%	-11.8%	-0.1%	0.1%	-1.7%	-1.0%

Large T inhibition, entries above that show a hit.
entry | compound | Large T inhibition | MgcRacGAP inhibition | NS5 inhibitors | GPR35 antagonists | RSV antiviral HEp-2 | GPR55 antagonists | HIV peptide binding | Salmonella PhoP GFP
3 | CN1C(=O)C2C(c3ccc(N(C)C)cc3)=NN(Cc3ccccc3)C2C1=O (configuration not stated) | 19µM* | 43µM* | 1.5% | 8.4% | 0.8% | 2.1% | 0.4% | -5.4%
